# TRHR PAM: allosteric enhancers of human TRH receptor; 360,000 compounds, 0.66% hits; enhancement, % at 2 µM; TRHR cells, fluo-8 calcium fluorescence, EC20 TRH enhancement; P34981; in the data active = enhancement above about 30%; also: 0% is about no effect
#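 Enhancer read-out: after compound pinning and an initial kinetic agonist-mode read, an EC20 of TRH (10 nM final) was injected and fluo-8 calcium signal (Ex 480/Em 530) followed at 1 s/cycle for 100 cycles in TRHR-expressing cells.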
# D2 agonist: agonists of human D2 dopamine receptor; HEK293 T-REx D2 cells, calcium flux agonist mode; activation, % at 2 µM; 340,000 compounds, 0.53% hits; AID 485358;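 active = activation over 3 SD above normal in the single-dose calcium agonist read, cut at about 30% in these data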; also: 0% is about no effect
# Target sequence (P14416 whole entry, looked up): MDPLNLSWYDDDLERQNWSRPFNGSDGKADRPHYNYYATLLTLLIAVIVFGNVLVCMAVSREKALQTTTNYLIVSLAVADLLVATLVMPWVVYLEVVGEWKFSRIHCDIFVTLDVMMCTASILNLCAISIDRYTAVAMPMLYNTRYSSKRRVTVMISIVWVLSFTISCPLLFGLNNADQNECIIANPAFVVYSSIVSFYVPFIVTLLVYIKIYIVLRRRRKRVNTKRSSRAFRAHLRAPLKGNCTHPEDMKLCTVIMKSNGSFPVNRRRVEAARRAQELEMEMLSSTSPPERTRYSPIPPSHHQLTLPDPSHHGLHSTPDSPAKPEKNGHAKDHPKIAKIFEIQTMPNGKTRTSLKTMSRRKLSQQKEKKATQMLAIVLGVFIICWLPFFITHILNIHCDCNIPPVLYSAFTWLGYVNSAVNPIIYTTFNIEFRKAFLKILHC
#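 Tetracycline-induced HEK293 T-REx cells with force-coupled D2 receptor, plated overnight at 30 C, loaded with no-wash calcium dye. After a 10 s baseline, compound was pin-added and calcium flux read kinetically for 180 s; calcium rises flagged agonists.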
# IDH1 R132H inh: human IDH1 R132H inhibition; Potency, µM (top dose mostly 76.6 µM), inactives show at the top dose activity change, negative = inhibition, usual class: inhibitors; 390,000 compounds, 0.093% hits; AID 602179; IDH1-R132H enzyme, NADPH consumption, diaphorase/resazurin fluorescence; also: potency is read from the fitted curve at half-maximal effect; % is scaled to controls: 0 for no effect and ±100 for the full control effect; nearly all actives have a fitted effect of over 65% in size
#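 IDH1-R132H (0.5 ug/mL) preincubated 30 min with compound, then NADPH (0.016 mM) and alpha-KG (2 mM) added; 80 min at RT, pH 7.5. Remaining NADPH coupled via diaphorase/resazurin to fluorescence (540/590 nm); concentration-response curves normalized to no-enzyme control.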
# rTrxR1 inhibitor: inhibitors of rat thioredoxin reductase 1 | 390,000 compounds, 1% hits | recombinant rTrxR1, NADPH fluorescence consumption, selenite substrate | O89049 | Potency, µM (top dose mostly 114 µM), for inactives: at the highest dose activity change, negative = inhibition, usual class: inhibitors; also: potency is read from the fitted curve at half-maximal effect; % is scaled to controls: 0 for no effect and ±100 for the full control effect; nearly all actives have a fitted effect of over 65% in size
#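 Rat TrxR1 (90 nM in the dispensed reagent) was pre-reduced with 400 uM NADPH for 5 min at room temperature, then incubated with compound for 15 min. After 400 uM selenite was added, NADPH fluorescence (Ex 340/Em 450 nm) was followed for 8 min.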
# D2 antagonist: antagonists of human D2 dopamine receptor | HEK293 TREx D2 cells, calcium flux, dopamine EC80 | inhibition, % at 10 µM | 340,000 compounds, 2% hits; in the data active = inhibition above about 30%; also: 0% is about no effect
#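 In this primary screen, negative modulation is detected by tracking calcium flux after an EC80 dopamine challenge in inducible HEK293 T-REx D2 cells preexposed to test compound for 180 s.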
# TrxR1 substrate: rat thioredoxin reductase 1 substrate activity. O89049. purified TrxR1 substrate turnover, NADPH consumption readout. Potency, µM (series often up to 114 µM), for the others: at the top dose activity change, negative = substrate turnover. AID 588456. 390,000 compounds, 0.01% hits; also: potency is read from the fitted curve at half-maximal effect; % is scaled to controls: 0 for no effect and ±100 for the full control effect; nearly all actives have a fitted effect of over 50% in size
#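 Rat TrxR1, dispensed at 90 nM, was prereduced with 400 uM NADPH (final) for 5 min at ~22 deg C, then incubated with compound 15 min before 400 uM selenite. A first-read NADPH fluorescence drop versus no-compound background flagged substrates.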
# TRHR agonist: TRH receptor (human) agonism; P34981; TRHR cells, calcium flux fluo-8, FDSS agonist mode; activation, % at 2 µM; 360,000 compounds, 0.18% hits; AID 493084; in the data active = activation above about 30%; also: 0% is about no effect
#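 TRHR-expressing cells, plated overnight in medium with 10% serum, were loaded with fluo-8 calcium dye at room temperature. After a 10 s baseline, library compound was pin-added and calcium release was recorded kinetically (ex 480/em 530) as agonist response.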
# USP1 inh: USP1/UAF1 (human) deubiquitinase inhibition; O94782; recombinant USP1/UAF1, Ub-Rhodamine cleavage fluorescence; Potency, µM (top dose mostly 57.1 µM), without a hit: top-dose activity change, negative = inhibition, hits mostly inhibitors; 390,000 compounds, 0.23% hits; also: potency is read from the fitted curve at half-maximal effect; % is scaled to controls: 0 for no effect and ±100 for the full control effect; nearly all actives have a fitted effect of over 60% in size; inactives centre near -12
#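 USP1/UAF1 complex at 1 nM was preincubated with compound for 15 min at room temperature, then Ub-Rho substrate (150nM final) was added. Fluorescence (480/540 nm) was read kinetically, 6 reads every 60 seconds.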
# PI4K2A block: inhibitors of human PI4K2A. activity change, negative = inhibition, % at 76.9 µM. AID 1346378. 420,000 compounds, 0.13% hits. purified PI4K2A, ADP-Glo luminescence, 1 h; active compounds read low; in the data active = activity change below about -50%; inconclusive = mostly about -30% to -49%;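 also: -100% = wells without enzyme as full effect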
# Target sequence (Q9BTU6 whole entry, looked up): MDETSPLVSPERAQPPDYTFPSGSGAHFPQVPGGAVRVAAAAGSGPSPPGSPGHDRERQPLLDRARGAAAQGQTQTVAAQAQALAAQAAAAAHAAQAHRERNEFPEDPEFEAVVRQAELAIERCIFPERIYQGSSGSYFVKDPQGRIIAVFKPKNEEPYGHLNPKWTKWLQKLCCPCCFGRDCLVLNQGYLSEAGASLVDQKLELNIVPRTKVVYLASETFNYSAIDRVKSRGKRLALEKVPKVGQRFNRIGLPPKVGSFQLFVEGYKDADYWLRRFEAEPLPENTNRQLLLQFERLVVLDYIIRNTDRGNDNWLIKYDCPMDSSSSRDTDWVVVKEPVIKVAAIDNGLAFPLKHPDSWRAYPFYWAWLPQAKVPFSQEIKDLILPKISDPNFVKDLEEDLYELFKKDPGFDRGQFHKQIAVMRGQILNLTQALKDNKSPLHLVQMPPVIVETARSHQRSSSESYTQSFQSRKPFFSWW
#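 PI4K2A activity was measured by ADP-Glo luminescence: enzyme (4 ug/mL stock) and phosphatidylinositol (1.2 mM stock) in Tris pH 7.5/MgCl2/EGTA/Triton X-100 buffer were reacted with ATP (300 microM stock) for one hour at ambient temperature.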
# * = called active by the depositor; ? = inconclusive; . = no result given; [ ] = remark or other dose. Unless noted, calls follow the shape of the dose curve; as a rule, active = well fitted inhibition curve with a large enough effect; inconclusive = small, poorly fitted or top-dose-only effect; inactive = no such curve, though single readings can be large or run the other way.
SMILES,TRHR PAM,D2 agonist,IDH1 R132H inh,rTrxR1 inhibitor,D2 antagonist,TrxR1 substrate,TRHR agonist,USP1 inh,PI4K2A block
Cc1ccc2c(c1)C1CN(C)CCC1N2S(=O)(=O)c1ccc(C#N)cc1 (centres undefined),-1.4,0.1,-5.1%,7.6%,39.5*,-2.4%,0.2,-18.5%,-2.2
Cc1ccc(Cn2cccc(NC(=O)NCc3ccccc3)c2=O)cc1,-3.5,-0.6,0.8%,1.5%,-1.5,9.6%,-0.7,-26.8%,-3.4
CN(C)c1ccc(NC(=S)c2ccccn2)cc1,-5.8,-1.0,-0.3%,16.9%[57.1 µM],7.2,-7.9%,0.4,-11.8%,?
C=CCn1c(=O)c2ccc(C(=O)NCc3ccccc3)cc2n(Cc2ccccc2Cl)c1=O,-1.7,-0.7,5.3%,0.1%,-0.7,-5.0%,-0.5,-3.5%,-0.9
CCOC(=O)CSc1ncnc2c1cnn2-c1ccc(C)cc1,2.8,0.3,8.4%,13.2%,1.8,10.2%,1.6,-26.8%,-0.1
O=C(NC(=S)Nc1ccc2[nH]ncc2c1)c1ccccc1,0.7,0.6,6.1%,?,20.9,10.8%[57.1 µM],-0.2,0.5%,5.4
CC(C)(C)c1cc(NC(=O)COc2ccc(Br)cc2)n(-c2ccccc2)n1,-0.2,0.1,6.3%,16.2%,16.3,-0.6%,-0.8,-19.8%,-1.2
Cc1ccc(-n2ncc3c(=O)n(CC(=O)NC4CCCCC4)cnc32)cc1C,1.0,0.7,-1.3%,38.3%[activator],7.1,21.4%,1.0,-23.7%,0.8
O=c1cc(CSc2nc3ccccc3[nH]2)c2ccccc2[nH]1,4.5,0.0,14.1%,?,-4.2,-0.5%,-0.8,-19.8%,2.7
Cc1cc(C)n(-c2nc3ccccc3nc2Nc2cc(C(=O)O)ccc2C)n1,1.0,.,-14.7%,4.5%,.,0.4%,-0.2,-6.9%,-0.2
Cc1nc([N+](=O)[O-])cn1CC(=O)c1ccc(Cl)cc1,-4.1,1.1,-0.8%,22.1%,-16.8,1.1%,0.1,-9.4%,-1.9
COc1cccc2cc(CC(=O)c3ccccc3)c(=O)oc12,8.2,0.2,-0.2%,16.7%,-4.5,4.1%,0.0,-20.5%,-2.6
COc1cc(OC)cc(-c2n[nH]c(=S)n2-c2ccc3c(c2)OCO3)c1,0.4,.,-1.2%,?,.,-4.7%,-0.3,-3.6%,-6.2
Cc1cc(SCC(=O)NC(=O)NCc2ccco2)nc2ccccc12,-3.9,-1.5,3.8%,70.8µM*,-8.3,-2.3%,-0.6,-24.2%,-0.6
COc1ccc([N+](=O)[O-])cc1NC1CCN(C(=O)c2cccs2)CC1,-4.3,-0.4,7.6%,-3.2%,-10.4,-10.8%,1.9,-4.3%,3.5
Cn1nc(-c2ccc(Cl)cc2)cc1NC(=O)CC(C)(C)CC(=O)O,4.9,0.6,-1.1%,32.5%,2.2,7.2%,-0.3,-9.6%,-0.5
CC(C)NC(=O)NC(=O)CSc1nnc(COc2ccccc2F)n1C(C)C1CC2CCC1C2 (centres undefined),-6.8,0.8,-2.7%,-2.9%,-24.7,-16.4%,0.3,-6.5%,-3.1
O=C(NC1CCCCC1)N1CCC(n2c(=O)[nH]c3ccccc32)CC1,5.4,0.8,12.9%,22.0%[57.1 µM],-16.9,3.0%[57.1 µM],-0.1,-16.0%,-0.3
CCc1ccccc1NC(=O)C1CCCN1C(=O)NCc1ccccc1 (centres undefined),5.6,0.2,-3.4%,13.3%[57.1 µM],-0.6,4.9%[57.1 µM],0.8,-14.8%,6.2
Cc1ccccc1C(=O)N1CCN(c2ccc(NC(=O)c3ccco3)cc2)CC1,-1.7,-3.1,-11.2%,-19.8%,3.4,-7.8%,0.0,0.2%,-8.0
O=c1ccc(-c2ccc(S(=O)(=O)Nc3ccccc3)o2)n[nH]1,8.3,-0.6,1.6%,?,0.2,1.9%,0.5,-17.7%,-0.9
O=C(O)c1ccc(NS(=O)(=O)c2cccc3cccnc23)cc1,18.9,-0.9,-3.5%,4.3%,16.5,0.1%,0.3,-3.1%,1.3
CCc1cccc(NC(=O)CCS(=O)(=O)c2ccc(Br)cc2)c1,20.2,-0.9,2.0%,5.9%,-35.4,8.8%,-1.4,0.4%,-1.6
COc1ccc(CCCC(=O)Nc2ccccc2F)cc1,-3.1,-1.8,3.1%,-6.9%,-1.9,-6.8%,-0.2,-13.3%,-0.7

# Brought forward from above: 3 compounds, then new ones.
SMILES,TRHR PAM,D2 agonist,IDH1 R132H inh,rTrxR1 inhibitor,D2 antagonist,TrxR1 substrate,TRHR agonist,USP1 inh,PI4K2A block
O=C(O)c1ccc(NS(=O)(=O)c2cccc3cccnc23)cc1,18.9,-0.9,-3.5%,4.3%,16.5,0.1%,0.3,-3.1%,1.3
CCc1cccc(NC(=O)CCS(=O)(=O)c2ccc(Br)cc2)c1,20.2,-0.9,2.0%,5.9%,-35.4,8.8%,-1.4,0.4%,-1.6
COc1ccc(CCCC(=O)Nc2ccccc2F)cc1,-3.1,-1.8,3.1%,-6.9%,-1.9,-6.8%,-0.2,-13.3%,-0.7
CCOC(=O)N1CCN(S(=O)(=O)c2cc(Br)cc3c2N(C(C)=O)C(C)C3)CC1 (centres undefined),4.7,0.6,-4.6%,11.7%[57.1 µM],-10.9,10.8%[57.1 µM],0.3,-11.2%,-3.6
CCc1nnc(NS(=O)(=O)c2ccc(NC(=O)c3cc(Cl)ccc3Cl)cc2)s1,-0.9,-2.1,-4.4%,1.2%[57.1 µM],7.7,-1.6%[57.1 µM],-0.5,-19.4%,1.7
COc1cccc(N2C(N)=NC(N)=NC2(C)C)c1,-1.0,-0.5,-12.6%,17.8%[57.1 µM],4.2,3.5%[57.1 µM],0.4,-3.7%,-2.4
CCN(CC)CCCn1c(C)cc2c(c1=O)C(c1cc(OC)c(OC)cc1OC)C(C#N)=C(N)O2 (centres undefined),-1.7,-0.4,-4.5%,-4.3%,3.2,-2.1%,-0.1,-16.7%,-1.5
Cc1ccc(C(=O)N2CCN(c3ccccc3)CC2)cc1C,-3.1,-0.4,3.4%,-21.2%,-17.2,0.4%,-0.3,1.4%,-2.3
CCOc1ccc(-c2nnc(SCc3nnc(-c4ccccc4)o3)n2-c2ccccc2F)cc1,-4.8,-1.6,12.5%,3.2%[57.1 µM],-18.1,5.5%[57.1 µM],-0.3,-19.8%,9.6
COc1ccc(C(=O)Nc2nc(CC(=O)NCCc3ccccc3OC)cs2)cc1,-8.7,.,3.5%,16.1%,.,10.5%,-0.7,-18.9%,1.3
Cc1ccc(-n2nc(C)c(C(=O)NCCCN3CCN(c4ccc(F)cc4)CC3)c2-n2cccc2)cc1,5.9,-0.1,-3.9%,-16.1%,.,-15.1%,-0.3,-16.5%,-5.9
O=C(Cc1ccc(-n2c(=O)c3ccccc3n(CC(=O)Nc3ccc(F)cc3F)c2=O)cc1)NCc1ccco1,-1.4,0.8,3.0%,-2.0%,-8.7,1.8%,1.1,-10.1%,-2.4
O=C1C=CC(=Nc2ccc3c(c2)C(=O)c2ccccc2-3)O1,.,.,5.4%,0.1%[2.29 µM],.,-7.8%[57.1 µM],.,-10.7%,0.3
CCOc1ccccc1N(CC(=O)NCc1ccco1)C(=O)CCC(=O)Nc1nccs1,10.7,-0.4,11.9%,15.8%,-25.0,7.0%,0.4,-15.9%,11.0
CCOc1cc(-c2nc(-c3ccncc3)no2)cc(OCC)c1OCC,2.3,-1.0,4.6%,7.0%,-0.5,-1.0%,-0.4,-13.5%,8.1
O=C(CSc1ncc2c(n1)-c1ccccc1N(Cc1ccc(F)cc1)S2(=O)=O)NCc1ccccc1,-1.3,-0.4,-2.6%,14.9%[57.1 µM],.,8.6%[57.1 µM],0.3,-15.0%,-4.3
Cc1ccc(NC(=O)c2ccccc2OCC(=O)Nc2cccc(Cl)c2C)nc1,0.3,-0.1,.,.,8.6,.,0.0,.,.
CC(=O)Nc1nc(C)c(Oc2ccccc2)c(=O)[nH]1,-3.9,0.6,-0.1%,-8.8%,12.8,-2.5%,0.4,-16.3%,0.6
C=CCOC(=O)CSCC(NC(=O)OC(C)(C)C)C(=O)OCC (centres undefined),0.2,0.0,2.5%,2.5%[57.1 µM],0.6,6.9%[57.1 µM],-0.8,0.7%,-6.9
O=C(Nc1cc(S(=O)(=O)N2CCOCC2)ccc1O)c1ccc(S(=O)(=O)N2CCCCC2)cc1,.,.,-9.3%,2.8%,.,-10.4%,.,-13.8%,1.6
NC(=S)NNc1ccc(Cl)c(Cl)c1,5.1,2.7,-7.7%,3.4%,-16.1,0.5%,-1.0,-9.2%,0.5
CCCC(=O)NC(=S)Nc1ccccc1N1CCOCC1,1.3,.,4.1%,2.7%[57.1 µM],.,7.2%[57.1 µM],0.2,-14.3%,-0.8
CS(=O)(=O)N(CCc1ccccc1)CC(N)=O,-5.0,0.1,-1.7%,10.5%[57.1 µM],31.3*,1.3%,0.2,-13.0%,8.8
CSCCC(NC(=O)c1ccccc1)C(=O)N1CCN(C(=O)c2ccccc2)CC1 (centres undefined),.,.,-8.0%,20.9%,.,9.8%,.,-13.8%,4.8
Clc1ccc(-c2noc(COc3ccccc3)n2)cc1,-0.1,0.2,11.1%,20.0%,-3.9,1.9%,-0.1,-7.1%,-4.9
COc1ccc(NC(=O)c2sc3nc4c(cc3c2N)CCCCCC4)cc1OC,8.7,0.8,-19.9%,-9.8%,.,13.2%,-1.0,-25.2%,-5.3
Cc1cc(NC(=O)C2CCN(S(=O)(=O)c3cccs3)CC2)no1,13.2,-1.3,0.0%,22.9%[57.1 µM],10.4,8.3%[57.1 µM],-0.6,-10.3%,-12.6
